FUS suppressor = FUS proteinopathy suppression in yeast; S. cerevisiae FUS-expressing, growth rescue, OD600, 24 h; Potency, µM (titrated, usually from 76.6 µM), without a hit: at the highest dose growth rescue (activation), hits mostly activators; 0.24% of 390,000 active;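 further: potency means the concentration at half of the fitted maximal effect; plate controls were DMSO vehicle for no effect and reference control for full effect; nearly all actives have a fitted effect of over 55% in size; some results filed as inactive show a strong effect at the top dose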
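Quantitative HTS measuring growth restoration of FUS-toxic yeast. Galactose-induced cells (OD 0.005) were exposed 24hr at 30C to compounds at several concentrations, then absorbance at 600 nm was recorded.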
WRN inhibitor = blocks human WRN helicase. Q14191. AID 651768. Potency, µM (top dose mostly 114 µM), for the others: top-dose activity change, negative = inhibition, hits mostly inhibitors. 0.46% of 360,000 active. WRN helicase unwinding, fluorescent forked duplex, kinetic; further: potency means the concentration at half of the fitted maximal effect; on the % scale 0 is the no-effect control and ±100 the full control effect; nearly all actives have a fitted effect of over 55% in size
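WRN at 20 nM final was preincubated with compound for 15 min at room temperature; reaction started with 100 nM forked duplex oligonucleotide carrying fluorophore and quencher plus 2 mM ATP (final). Unwinding followed kinetically by red fluorescence (ex 525/em 598 nm).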
Abeta yeast res = restores growth of yeast expressing A-beta42 peptide. yeast expressing A-beta42, growth rescue, OD600, 48 h; response scale: 0% DMSO, 100% iron-clioquinol control. Potency, µM (series often up to 46.1 µM), inactives show at the top dose growth rescue, hits mostly activators. 0.063% of 410,000 active. AID 1347071; further: potency means the concentration at half of the fitted maximal effect; nearly all actives have a fitted effect of over 55% in size
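Yeast growth medium received pinned compounds, then yeast cells expressing toxic A-beta were added; plates incubated at 30 C for 48 hr. Growth read as absorbance at 600 nm, normalized to DMSO and equimolar FeCl3 plus clioquinol controls.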
PI5P4Ka inh = inhibitors of human PI5P4K alpha; P48426; 1.2% of 330,000 active; AID 652105; PI5P4Kalpha enzyme, ADP-Glo luminescence, 60 min; stronger effect = lower value; max response, %; active means max response of -50% or lower; inconclusive means between -30% and -50%; inactive means -30% or higher; further: value at the top dose of about 77 µM; on the % scale 0 is the no-effect control and ±100 the full control effect
Target sequence (P48426 whole entry, looked up): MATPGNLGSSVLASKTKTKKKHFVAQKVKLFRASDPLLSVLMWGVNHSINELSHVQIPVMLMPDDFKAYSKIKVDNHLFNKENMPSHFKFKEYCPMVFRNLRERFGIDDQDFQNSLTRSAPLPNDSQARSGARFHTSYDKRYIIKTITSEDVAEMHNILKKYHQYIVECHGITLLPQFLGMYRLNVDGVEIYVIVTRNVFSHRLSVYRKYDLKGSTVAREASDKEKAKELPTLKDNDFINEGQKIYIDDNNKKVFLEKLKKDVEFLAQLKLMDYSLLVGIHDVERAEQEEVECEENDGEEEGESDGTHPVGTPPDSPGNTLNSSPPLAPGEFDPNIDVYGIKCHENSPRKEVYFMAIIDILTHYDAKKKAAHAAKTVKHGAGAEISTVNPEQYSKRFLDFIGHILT
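PI5P4Kalpha ADP-Glo assay; 5 microM ATP final; 60 min RT reaction; HEPES pH 7.4/EGTA/CHAPS, 5% DMSO; controls lacking substrate or enzyme; luminescent end-point.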
PLK1 PBD block = inhibitors of human PLK1 polo-box domain binding; 2.8% of 360,000 active; Plk1 PBD binding of FITC phosphopeptide, fluorescence polarization; P53350; Potency, µM, for the others: max response, negative = inhibition, most hits filed as inhibitors; AID 720504; further: potency means the concentration at half of the fitted maximal effect; series mostly up to about 57 µM; on the % scale 0 is the no-effect control and ±100 the full control effect; nearly all actives have a fitted effect of over 65% in size
Target sequence (P53350 whole entry, looked up, the tested form may be a part): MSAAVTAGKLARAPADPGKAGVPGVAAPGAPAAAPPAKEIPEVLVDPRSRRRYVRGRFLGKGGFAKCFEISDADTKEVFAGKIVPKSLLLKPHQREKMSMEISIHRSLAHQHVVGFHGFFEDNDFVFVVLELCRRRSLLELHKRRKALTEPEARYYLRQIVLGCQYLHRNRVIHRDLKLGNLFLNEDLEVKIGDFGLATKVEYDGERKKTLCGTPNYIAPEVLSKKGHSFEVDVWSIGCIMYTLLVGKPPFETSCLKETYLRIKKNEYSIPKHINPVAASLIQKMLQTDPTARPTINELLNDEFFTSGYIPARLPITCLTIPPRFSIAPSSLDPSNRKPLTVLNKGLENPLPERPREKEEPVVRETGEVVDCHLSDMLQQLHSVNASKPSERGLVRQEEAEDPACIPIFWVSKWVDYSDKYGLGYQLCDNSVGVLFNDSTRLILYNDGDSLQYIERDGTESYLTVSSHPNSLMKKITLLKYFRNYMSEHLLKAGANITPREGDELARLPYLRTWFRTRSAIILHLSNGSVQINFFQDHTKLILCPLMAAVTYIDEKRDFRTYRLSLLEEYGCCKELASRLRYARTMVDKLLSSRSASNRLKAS
EPAC1 ag = EPAC1 (human) agonism | O95398 | AID 720707 | EPAC1 agonist qHTS, biochemical assay; response scale: 100% = response to 6.5 mM cAMP | 0.073% of 360,000 active | Potency, µM (series often up to 154 µM), for the others: at the top dose activation, usual class: activators; further: potency means the concentration at half of the fitted maximal effect; nearly all actives have a fitted effect of over 60% in size
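Normalized to 6.5 mM cAMP, activity reflects EPAC1-catalysed release of BODIPY-GDP from Rap1B, followed kinetically over 30 min at 480 nm excitation, 540 nm emission. Reaction contained 100 nM EPAC1, 250 nM Rap1B-BODIPY-GDP, 50 uM GDP.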
EPAC1 antag = antagonists of human EPAC1 | EPAC1 GEF assay, Rap1b-BODIPY-GDP exchange fluorescence | O95398 | Potency, µM (highest dose often 115 µM), without a hit: at the top dose activity change, negative = inhibition, actives largely listed as inhibitors | 0.14% of 360,000 active;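 further: potency means the concentration at half of the fitted maximal effect; plate controls were vehicle for no effect and positive control for full effect; nearly all actives have a fitted effect of over 50% in size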
IL-2 act = activators of IL-2; IL-2 activation reporter assay, cell-based qHTS; stimulated with anti-CD3/CD4/CD28 beads; in transgenic mouse T cells; activation, % (series mostly up to about 46 µM); 0.065% of 360,000 active; in the data active means activation above about 50%; inconclusive means mostly about 30% to 49%; further: 0% is about no effect
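Readout is EGFP and DsRed signal by fluorescent plate cytometry after 18 h at 37 degrees C. Transgenic mouse T cells (750/well) received compound for 60 min before bead stimulation (anti-CD3, anti-CD4, anti-CD28); memory T cells served as non-tolerant control.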
* hit, by the source's call; ? = inconclusive; . = not tested or not shown; [ ] = remark or other dose. Unless noted, the call rests on the fitted dose curve; in most records, active means well fitted curve in the direction sought with a large enough effect; inconclusive means small, poorly fitted or top-dose-only effect, or another doubt; inactive means no such curve, though single readings can be large; an effect the other way counts as inactive or inconclusive.

SMILES | FUS suppressor | WRN inhibitor | Abeta yeast res | PI5P4Ka inh | PLK1 PBD block | EPAC1 ag | EPAC1 antag | IL-2 act
COc1ccc(/C=C(/NC(C)=O)C(=O)O)cc1 | . | -28% | 0% | 3 | -7% | 0% | 8% | -3.4
CCO[C@H]1OC(C(=O)Nc2ccccc2)=C[C@@H](c2cn(C(C)=O)c3ccccc23)[C@@H]1CCCO | 9% | -6% | -4% | -3 | -4% | 3% | -12% | -0.4
Cc1ccc(C(C(=O)NC(C)(C)C)N(Cc2ccco2)C(=O)CCC(=O)Nc2ccccn2)cc1 (stereo not given) | 17% | -4% | 22% | 4 | 1% | 7% | -18% | 0.3
CCOC(=O)C1CCCN(C(=O)Nc2ccccc2)C1 (stereo not given) | 19% | -3% | -3% | . | -4% | 8% | 10% | 8.3
Cc1ccc(NS(=O)(=O)c2ccc(C(=O)NCCN3CCOCC3)cc2)cc1 | . | -24% | -13% | 8 | -26% | -2% | -13% | -1.2
O=C1CSC(c2cccnc2)N1Cc1ccc(Cl)c(Cl)c1 (stereo not given) | 32% | -2% | 17% | -7 | -9% | -11% | 3% | -0.1
COc1ccc(N(C)C(=O)c2sc(Cl)nc2C)cc1 | -27% | 3% | -7% | -2 | 2% | -4% | -13% | 1.6
CCC(c1nnc(SCC(=O)Nc2cccc(S(N)(=O)=O)c2)n1Cc1ccccc1)N(C)C (stereo not given) | 14% | -5% | 9% | 2 | 1% | 4% | -6% | -0.5
O=C1C2C3C=CC(C3=C3CCCCC3)C2C(=O)N1Cc1ccccc1 (stereo not given) | 3% | -10% | -2% | . | 4% | 13% | -2% | 0.3
COc1ccc2c(ccc[n+]2[O-])c1 | 0% | 2% | -8% | -2 | -4% | 7% | 7% | 0.0
CCOC(=O)C1=C(N)OC2=C(C(=O)CCC2)C1c1ccccc1OCC (stereo not given) | -10% | 3% | 1% | -2 | -3% | -2% | -2% | 0.6
C=CCN1C(=O)c2ccc(C(=O)N(CC)CC(=O)Nc3c(F)cccc3F)cc2C1=O | 6% | 3% | 14% | -6 | -2% | ? | 2% | 0.7
O=C(NCC1CCCO1)C1c2ccccc2C(=O)N1C1CCCCCCC1 (stereo not given) | . | -29% | -12% | 7 | -9% | 6% | 5% | -3.7
COc1ccc(NC(=O)c2c(C(F)(F)F)nn(C)c2SCc2ccccc2Cl)cc1 | -2% | 2% | -7% | -2 | -5% | 5% | 6% | -0.6
Cc1ccc(CSc2nnc([C@@H]3CCCN3C(=O)OC(C)(C)C)o2)cc1 | 25% | 3% | 9% | 0 | -6% | -8% | -2% | -0.7
COc1ccc(S(=O)(=O)Nc2ccc(Nc3ccccc3)cc2)cc1 | 33% | 0% | 24% | -1 | 1% | 3% | -18% | -0.7
COc1ccc(NC(=O)Nc2cccc3c2O[C@H](CN(C)C(=O)Nc2ccc4c(c2)OCO4)[C@@H](C)CN([C@H](C)CO)C3=O)cc1 | 13% | 3% | 4% | 1 | 3% | -16% | 0% | -0.4
Cc1ccc(S(=O)(=O)n2cnc3ccccc32)cc1[N+](=O)[O-] | 20% | 5% | 5% | -4 | 3% | 9% | -7% | -2.0
Cc1cccc(NC(=O)C2CCCN(S(=O)(=O)c3ccc4[nH]c(=O)ccc4c3)C2)c1 (stereo not given) | -7% | 2% | 1% | 2 | -3% | -8% | -27% | 0.6
CCOC(=O)c1cc2[nH]c3ccccc3c2[n+](-c2ccc([N+](=O)[O-])cc2)c1N | 7% | -3% | -7% | 5 | -6% | 0% | -8% | 0.3
CCOC(=O)C1CCCN(C2CC(=O)N(c3ccc(NC(C)=O)cc3)C2=O)C1 (stereo not given) | 16% | -1% | 7% | 2 | -6% | 7% | 2% | -1.9
CCCCNC(=O)O[C@@H]1C[C@H]2CCCC(=O)N3CC[C@@H](C1)[C@@H]23 | -3% | 1% | 1% | 2 | 3% | 5% | 3% | -1.7
CC(OC(=O)C1CC(=O)N(Cc2ccco2)C1)C(=O)Nc1ccc(F)cc1Cl (stereo not given) | -6% | 4% | -10% | 6 | -2% | -7% | 10% | 0.8
CCOC(=O)C1CCCN(c2nc3c(C)cccn3c(=O)c2/C=C(\C#N)C(=O)NCc2ccco2)C1 (stereo not given) | ? | -4% | 14% | 2 | -4% | 16% | -4% | 1.7
CC(C)c1ccc(NC2CCCN(C(=O)CN3C(=O)CSC3=O)C2)cc1 (stereo not given) | 16% | 1% | -3% | 3 | -7% | 3% | 14% | -1.4

Another view of part of the listing above:
SMILES	FUS suppressor	WRN inhibitor	Abeta yeast res	PI5P4Ka inh	PLK1 PBD block	EPAC1 ag	EPAC1 antag	IL-2 act
CCOC(=O)C1CCCN(C(=O)Nc2ccccc2)C1 (stereo not given)	19%	-3%	-3%	.	-4%	8%	10%	8.3
COc1ccc2c(ccc[n+]2[O-])c1	0%	2%	-8%	-2	-4%	7%	7%	0.0
CCOC(=O)C1CCCN(C2CC(=O)N(c3ccc(NC(C)=O)cc3)C2=O)C1 (stereo not given)	16%	-1%	7%	2	-6%	7%	2%	-1.9
O=C1C2C3C=CC(C3=C3CCCCC3)C2C(=O)N1Cc1ccccc1 (stereo not given)	3%	-10%	-2%	.	4%	13%	-2%	0.3

Further compounds follow.
SMILES | FUS suppressor | WRN inhibitor | Abeta yeast res | PI5P4Ka inh | PLK1 PBD block | EPAC1 ag | EPAC1 antag | IL-2 act
COc1ccc2c(c1)[C@H]1[C@H](CO2)[C@H](c2ccccc2)[C@]2(C)C(=O)Nc3cc(F)ccc3C(=O)N12 | -18% | 1% | 22% | 1 | 3% | -9% | 0% | 1.0
Fc1ccc(OCCOCCN2CCCC2)cc1 | 1% | 3% | 7% | 4 | -11% | 19% | -1% | 0.5
O=C(NCc1ccncc1)C(=O)Nc1nc2ccccc2s1 | -6% | -6% | -7% | -1 | -24% | -11% | -2% | -2.3
Cc1ccc(C(=O)Nc2sc3c(c2C(=O)NCc2ccco2)CCCC3)cc1 | 10% | -2% | -3% | 4 | -2% | -10% | -7% | -1.7
CCC(C)NC(=O)CSc1nc2ccsc2c(=O)n1-c1ccc(OC)cc1 (stereo not given) | 9% | 2% | 10% | . | -3% | -6% | 11% | -0.7
O=C1N[C@@H](c2ccccc2)COC(=O)[C@@H](Cc2ccc(F)cc2)C/C=C\C[C@H]1CC(=O)N(CCO)Cc1ccccc1 | 35% | ? | 3% | 7 | -6% | -22% | ? | -3.1
COC(=O)c1cnn(-c2ccccc2)c1-n1cccc1C=O | -1% | 7% | 22% | 4 | -4% | -3% | ? | 0.7
COC(=O)c1cc(CNC(=O)CC(C)c2ccccc2)ccc1OC (stereo not given) | 5% | -31% | -5% | 1 | -5% | 2% | 5% | -2.0
COCCN(C(=O)c1ccc(COc2ccccc2)o1)c1c(N)n(CC(C)C)c(=O)[nH]c1=O | . | 9% | -15% | -1 | 2% | 6% | 20% | -2.4
O=C(NCCc1c[nH]c2ccccc12)c1ccccc1 | 5% | -26% | 8% | -11 | -8% | 7% | 7% | 1.7
O=c1c2c(nc3nc[nH]n13)CCC2 | -33% | 6% | 9% | -20 | -3% | 4% | 2% | -0.5
Cc1cc(C)n2nc(C(=O)OCC(=O)Nc3ccc(F)cc3F)nc2n1 | 17% | -15% | 18% | 1 | -6% | -47%[inhibitor] | -14% | -0.6
O=C(CSc1ccc2ccccc2c1)Nn1cnnc1 | 8% | 5% | 20% | 2 | -8% | -4% | 4% | -0.5
COc1cccc(C(=O)COc2ccc3ccc(=O)oc3c2)c1 | -25% | -3% | 6% | 4 | 2% | -15% | -3% | 3.7
O=C(Cc1ccc(Cl)cc1)Nc1ccccc1C(=O)N1CCCC1 | . | -23% | -10% | 3 | -5% | 2% | -9% | -1.3
COc1ccccc1-c1cc(C(=O)Nc2ccc(F)cc2F)no1 | 33% | 0% | -20% | . | -6% | 3% | 16% | -2.8
Cc1cccc(NC(=O)c2cc3ccccc3c(=O)o2)n1 | 21% | 0% | -7% | 3 | -22% | 10% | -1% | -0.4
Cc1ccccc1/C=N/n1c(-c2ccccn2)n[nH]c1=S | 10% | -12% | -6% | -3 | -17% | 2% | -4% | -3.5
O=C(CN1C(=O)c2cccc3cccc(c23)C1=O)NCCN1CCOCC1 | -20% | -2% | 7% | 1 | -4% | 15% | 2% | -0.3
CC(C)(CC(=O)O)CC(=O)N1CCCN(c2nc3ccc(Cl)cc3s2)CC1 | 39% | -13% | 5% | 4 | -20% | 2% | -4% | -3.5
CC1=C(C(=O)N(C)Cc2ccccc2)C2(CCC(C)CC2)OC1=O (stereo not given) | -4% | 3% | 3% | 2 | 2% | -13% | -19% | -1.0
COc1ccc(NC(=O)CN(C)C(=O)c2cccc(S(=O)(=O)N3CC4(C)CC3CC(C)(C)C4)c2)cc1 (stereo not given) | ? | -3% | 4% | -3 | 1% | -5% | -13% | -1.1
O=C(CSc1nnc(Cn2nnc(-c3ccccc3)n2)n1-c1ccccc1)Nc1ccccc1 | 20% | -8% | 7% | . | 3% | 23% | -7% | -0.2
Cc1ccc(N(Cc2cc3cc(C)ccc3[nH]c2=O)S(=O)(=O)c2ccccc2)cc1 | -6% | -5% | 12% | 8 | -7% | 7% | -18% | 0.6
Cc1cc(NC(=O)c2ccc3c(c2)C(=O)N(c2cccc(C)c2C)C3=O)no1 | . | -7% | 4% | 1 | 2% | 5% | -22% | -0.7

Next records follow:
SMILES | FUS suppressor | WRN inhibitor | Abeta yeast res | PI5P4Ka inh | PLK1 PBD block | EPAC1 ag | EPAC1 antag | IL-2 act
CCCCn1nnc(NC(=S)NC(=O)c2cccs2)n1 | . | 5% | -14% | -10 | -22% | -3% | -1% | 0.0
CC(C)c1ccc(CNn2cnnc2)cc1 | -16% | -3% | -16% | -5 | 27µM* | 9% | 4% | -0.2
CC1(C)S[C@@H]2[C@H](NC(=O)C(NC(=O)N3CCNC3=O)c3ccccc3)C(=O)N2[C@H]1C(=O)O (stereo not given in full) | 2% | 3% | 5% | 7 | -7% | 12% | 7% | -0.9
CC1=C(C#N)C(c2cccnc2)C2=C(CCCC2=O)N1 (stereo not given) | -29% | 10% | 32% | -12 | ? | 6% | -19% | 1.4
CC(=O)c1c(C)nn(CC(O)COc2ccc3c(c2)CCC3)c1C (stereo not given) | 15% | -1% | -17% | . | -12% | 7% | -19% | -1.4
CC/C=C(\NC(C)=O)c1ccccc1 | -22% | 4% | -2% | -2 | -4% | 0% | -3% | -1.3
CC(C)(C)c1ccc(Cc2n[nH]c(=S)[nH]c2=O)cc1 | 16% | -9% | 22% | ? | -13% | 1% | -11% | 0.3

Source: PubChem
